TAG inh = reduces triacylglycerol accumulation in H9c2 cells; Nile Red lipid (TAG) fluorescence; cells loaded with 200 µM oleic acid; inhibition, % at 12.5 µM; 0.66% of 230,000 active; AID 651582;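 active = pattern-corrected inhibition of lipid staining of at least 50% with the nuclear-stain viability signal not falling by more than 50%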;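 also: 0% = DMSO wells and 100% = triacsin C control wells; some results filed as inactive read as strong as hits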
TAG inh DAPI viability = also measured in TAG inh; calls as there; DAPI nuclei signal change (viability), lower = more cytotoxic, %;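 whole-well DAPI fluorescence read on a plate reader as a viability signal; minus 50 percent equals half of cells still viable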
Numbers without * were called inactive.

SMILES	TAG inh	TAG inh DAPI viability
O=S(=O)(c1ccc(SCCOc2ccc(Cl)cc2)nc1)N1CCCC1	-28	-9
COc1ccc(/C=C/CN2CCN(CC(C)C)C(CCO)C2)cc1 (stereo not drawn)	7	-10
CCOc1ccc(NC(=O)COC(=O)c2ccc3ncsc3c2)cc1OCC	-1	-2
CCc1ccc(C(C)NC(=O)Cc2ccc(F)cc2)cc1 (stereo not drawn)	-7	-1
Cc1c(NC(=O)CSc2ccccc2C(=O)Nc2cccnc2)c(=O)n(-c2ccccc2)n1C	-18	2
O=C(NCCc1cn2ccccc2n1)c1cc(COc2c(F)cccc2F)on1	30	-20
COCC(=O)NCCSc1c(C)[nH]c2ccccc12	-2	2
Cc1cc(C)c(C(O)c2ncc(-c3cccc(F)c3)[nH]2)c(C)c1 (stereo not drawn)	-2	3
CCOC(=O)C1=C(C)NC(C)=C(C(=O)OCC)C1c1cc2ccc(C)cc2[nH]c1=O	-59	-18
Fc1ccc2cc(-c3ccccc3)ncc2c1	-2	-12
CCOc1cc(CN2CCCC(CNC(=O)c3ccc(F)cc3)C2)ccc1OC (stereo not drawn)	19	-3
CN(C)c1ccc(NC(=O)CN2CCC(N3CCCCC3)CC2)cc1	5	9
COc1ccc(-c2ccc3c(c2)S(=O)(=O)c2cccc(C(=O)O)c2C3=O)cc1OC	-6	-3
Cc1ccc(CSC2=NCCN2C(=O)C(C)Oc2ccccc2)cc1 (stereo not drawn)	-3	1
Cc1ccc(S(=O)(=O)c2cc(Nc3ccccc3)ccc2O)cc1	-5	1
CC(C)CN(C(=O)CN(C)C(=O)c1ccco1)c1c(N)n(CC(C)C)c(=O)[nH]c1=O	-11	5
O=C(Cc1c(F)cccc1Cl)NNC(=O)c1ccccc1Cl	0	-3
C/C(=N\OCc1ccc(C#N)cc1)c1cc2ccccc2o1	-42	-8
COc1ccccc1NC(=O)CCN1CCN(C)CC1	1	-7
O=C(O)C1C2CCC(C2)C1C(=O)Nc1ccc(Cl)c(Cl)c1 (stereo not drawn)	2	-3
CCSc1nnc(-c2cc(Br)ccc2N)c(=O)[nH]1	-3	-1
C=CCn1c(C)cc(C(=O)COc2ccc(N(C)S(=O)(=O)c3ccc(NC(C)=O)cc3)cc2)c1C	11	-1
O=C(NCCc1csc(-c2ccccc2)n1)c1ccc(Br)o1	-12	9
COC(=O)Cc1ccc(NC(=S)NNC(=O)C2CC2)cc1	-9	0
O=C1CCN(Cc2ccc(O)cc2)CCN1[C@H](CO)c1ccccc1	-17	6

Some of the entries above in a different format:
Order of results: TAG inh | TAG inh DAPI viability
O=C(O)C1C2CCC(C2)C1C(=O)Nc1ccc(Cl)c(Cl)c1 (stereo not drawn)
  2 | -3
CCOC(=O)C1=C(C)NC(C)=C(C(=O)OCC)C1c1cc2ccc(C)cc2[nH]c1=O
  -59 | -18
Fc1ccc2cc(-c3ccccc3)ncc2c1
  -2 | -12
O=C1CCN(Cc2ccc(O)cc2)CCN1[C@H](CO)c1ccccc1
  -17 | 6

Part of the list above, as a markdown table.
| canonical_smiles | TAG inh | TAG inh DAPI viability |
| --- | --- | --- |
| COc1ccccc1NC(=O)CCN1CCN(C)CC1 | 1 | -7 |
| O=C(O)C1C2CCC(C2)C1C(=O)Nc1ccc(Cl)c(Cl)c1 (stereo not drawn) | 2 | -3 |

Later entries
SMILES	TAG inh	TAG inh DAPI viability
CCCn1c(C(C)NC(C)=O)nc2ccccc21 (stereo not drawn)	-16	-16
CC(Oc1ccc(Br)cc1)C(=O)N1CCN(c2ccccn2)CC1 (stereo not drawn)	9	-2
O=C(O)/C=C/C(=O)c1ccc2c(c1)CCc1ccccc1-2	8	-4
CC1C(=O)NN=C1c1ccc([N+](=O)[O-])cc1 (stereo not drawn)	-5	10
Cc1cccc(C(=O)N[C@H](C(=O)OCC(=O)NC2CCS(=O)(=O)C2)C(C)C)c1 (stereo partly drawn)	-3	5
Cc1nc(SCc2ccc([N+](=O)[O-])cc2)n[nH]1	-10	4
CN(Cc1ccccc1)c1nc2c(c(=O)[nH]c(=O)n2C)n1CCCSc1ncccn1	10	5
Cc1ccnc2nc(C(=O)OCC(=O)c3ccc(Cl)cc3)nn12	24	-12
CC(C)C(=O)N1CCC1(C)C(=O)NCc1ccc(C(C)(C)C)cc1 (stereo not drawn)	9	11
COc1ccc(C(=O)Nc2cc3c4c(c2)C(C)C(=O)N4CCC3)cc1OC (stereo not drawn)	29	-2
COC(=O)c1oc2c(c1C)C(=O)CCC2	0	-1
CC1CCCN(C(=S)NCCc2ccccc2)C1 (stereo not drawn)	-7	3
Cc1ccc(-n2ncc3c(NNC(=O)c4cccs4)ncnc32)cc1	-4	-2
O=C(Nc1ccccn1)c1ccc2c(c1)OCO2	-7	-4
CCN(C(=O)COC(=O)c1cc([N+](=O)[O-])ccc1N1CCOCC1)C1CCS(=O)(=O)C1 (stereo not drawn)	0	3
Cc1ccc(S(=O)(=O)Nc2ccc3c(c2)nc(C)n3C)cc1	-18	-1
Cc1ccccc1-n1c(=O)c2c(n3cnnc13)-c1ccccc1CC21CCCCC1	1	0
CC(C)NC(=O)N(Cc1ccccc1)Cc1cccs1	-10	-4
N#Cc1ccccc1S(=O)(=O)N1CCN(CC(=O)NC(=O)NC2CCCCC2)CC1	-5	-10
CC(C)C[C@H](NC(=O)Nc1cccc(Br)c1)C(=O)O	-5	10
C=CC[C@@H](CC(=O)N[C@@H](CO)Cc1ccccc1)C(=O)NC[C@H](OC(=O)[C@@H](CC=C)Cc1ccc(F)cc1)c1ccccc1	12	-5
Cc1cccc(N2CCN(C(=O)CCCn3c(=S)[nH]c4cc5c(cc4c3=O)OCO5)CC2)c1C	54*	-3.9*
CCN(CC)S(=O)(=O)c1ccc(N2CCOCC2)c(NC(=O)c2cc([N+](=O)[O-])ccc2Cl)c1	-11	-7
CS(=O)(=O)c1nc(-c2ccccc2)cc(C(F)(F)F)n1	13	-25
COCC(=O)Nc1nnc(COc2ccccc2)s1	6	-11

Reformatted with two lines to a compound: entries from further up.
Order of results – TAG inh | TAG inh DAPI viability
> O=C(Nc1ccccn1)c1ccc2c(c1)OCO2
    -7 | -4
> Cc1ccccc1-n1c(=O)c2c(n3cnnc13)-c1ccccc1CC21CCCCC1
    1 | 0
> C=CC[C@@H](CC(=O)N[C@@H](CO)Cc1ccccc1)C(=O)NC[C@H](OC(=O)[C@@H](CC=C)Cc1ccc(F)cc1)c1ccccc1
    12 | -5
> Cc1cccc(C(=O)N[C@H](C(=O)OCC(=O)NC2CCS(=O)(=O)C2)C(C)C)c1 (stereo partly drawn)
    -3 | 5

The list continues:
SMILES	TAG inh	TAG inh DAPI viability
Cc1cc(C)n(CCCNC(=O)COc2ccc([N+](=O)[O-])cc2)n1	25	4
CCOC(=O)c1ccc(CNC(=O)c2cc(C(C)(C)C)oc2C)o1	33	-1
Cc1ccn(CCC(=O)O)n1	-4	-2
CCNC(=O)CSc1nnc(CN2CCCCCC2=O)n1-c1ccccn1	21	-3
CN1CCCN(C(=O)C2CCC(C(=O)N3CCCN(C)CC3)CC2)CC1 (stereo not drawn)	-9	-4
O=C(CCSCc1ccc(Cl)cc1)NCc1cccs1	0	-2
COc1ccc(-c2csc3ncnc(N4CCN(c5ccccc5O)CC4)c23)cc1	-16	-2
C=CCOc1ccc(/C(O)=C2/C(=O)C(=O)N(CCN3CCOCC3)C2c2ccc(C)cc2)cc1 (stereo not drawn)	-2	7
COc1cc2c(c(OC)c1OC)C(=O)CC2	-8	11
Cc1ccc(NC(=O)c2ccc(S(=O)(=O)NCc3ccco3)cc2)nc1	-3	-5
COc1ccc(CCNC(=O)C23CCC(C)(C(=O)O2)C3(C)C)cc1OC (stereo not drawn)	6	-11
CC(C)(C)c1ccc(-n2ncc3c2CCCC3NC(=O)CN2CCOC2=O)cc1 (stereo not drawn)	-20	-1
Cc1nc(N2CCN(Cc3ccccc3)CC2)[nH]c(=O)c1C	8	-6
C#Cc1ccc([C@@H]2C=C(C(=O)NCc3ccccc3)O[C@H](OCc3ccc(CO)cc3)C2)cc1	0	6
CC1=C(C(=O)N(C)C)CC(CC(=O)NCCN2CCOCC2)C(=O)N1Cc1ccc(F)cc1 (stereo not drawn)	8	-6
COc1c(F)c(F)c(C(=O)Nc2ccc(NC(=O)Cc3ccccc3)cc2)c(F)c1F	-2	12
C=CCSc1nnc(NC(=O)CN2C(=O)NC3(CCCC3)C2=O)s1	-4	2
Cc1cc(NC(=O)CCSc2nc(-c3ccco3)cc(C(F)(F)F)n2)no1	16	-1
Cc1ccc(Oc2nc(-c3cccnc3)nc3ccccc23)c([N+](=O)[O-])n1	5	2
C#CCNC(=O)c1cccn1-c1ncc(C(F)(F)F)cc1Cl	-8	0
Fc1ccccc1Cc1noc(CN2CCCC(CN3CCOCC3)C2)n1 (stereo not drawn)	-7	-4
CCCCn1nc2cc(C(=O)NCc3ccc4c(c3)OCO4)ccc2c1OCC	20	-3
O=c1c(O)cccc2cc(O)c(O)c(O)c12	10	-7
CCN(CC)C1CCN(C(=O)CCn2nnnc2CN2CCOCC2)C1 (stereo not drawn)	-2	1
O=C(Nc1ccc(Cl)c(S(=O)(=O)N2CCOCC2)c1)C1CCC1	11	-4

Four of these compounds in a different format.
| smiles | TAG inh | TAG inh DAPI viability |
| --- | --- | --- |
| CC1=C(C(=O)N(C)C)CC(CC(=O)NCCN2CCOCC2)C(=O)N1Cc1ccc(F)cc1 (stereo not drawn) | 8 | -6 |
| COc1c(F)c(F)c(C(=O)Nc2ccc(NC(=O)Cc3ccccc3)cc2)c(F)c1F | -2 | 12 |
| C=CCSc1nnc(NC(=O)CN2C(=O)NC3(CCCC3)C2=O)s1 | -4 | 2 |
| Cc1cc(NC(=O)CCSc2nc(-c3ccco3)cc(C(F)(F)F)n2)no1 | 16 | -1 |

Going on with the list.
SMILES	TAG inh	TAG inh DAPI viability
COc1ccccc1NC(=O)COC(=O)C1CC(=O)N(c2ccc3c(c2)OCCO3)C1 (stereo not drawn)	-2	-3
Cn1c(=O)[nH]c(=O)c2c1nc(NC1CCCCC1)n2CCO	10	1
CC(C)(C)OC(=O)N1CCC[C@H]1C(=O)N/N=C/c1cccc2nccnc12	-2	17
CCn1c(/C=C/c2ccc([N+](=O)[O-])o2)nc2ccccc2c1=O	-97	-9
N#C/C(=C\c1ccccc1)C(=O)Nc1cc(S(=O)(=O)N2CCOCC2)ccc1N1CCCC1	0	2
COc1ccc(Cc2nnc(Nc3ccccc3OC)[nH]c2=O)cc1	-10	-10
O=C(CSc1n[nH]c(=O)n1C1CC1)NCc1ccccc1Cl	5	4
COc1cc(/C=N/NC(=O)CCn2nc(C)cc2C)ccc1O	-1	4
COC(=O)N/N=C(\C)c1ccc(Br)cc1	-5	-1
Oc1ccc(-c2csc(-c3c[nH]c4ccccc34)n2)c(O)c1	-18	16
CC(C)(C)N(Cc1ccccc1)C(=O)CCc1ccccc1	-32	9
Cc1cnc(CN(C)Cc2nc(Cc3cccc(C(F)(F)F)c3)no2)[nH]1	-10	10
CCc1cccc(NC(=O)C2CCN(S(=O)(=O)c3ccc4c(c3)CC(C)N4C(C)=O)CC2)c1 (stereo not drawn)	-19	7
CC(C)(C)c1nc(SCC(=O)Nc2ccc(N3CCOCC3)cc2)c2ccccc2n1	44	10
Cc1ccc(S(=O)(=O)N2CCOCC2)cc1NC(=O)c1cc2ccccc2oc1=O	4	-2
O=C(/C=C/c1ccco1)N1CCN(S(=O)(=O)c2cccs2)CC1	-6	1

Some of the compounds tested; count on the stated rates, not on these rows.
